STAT1 activator: STAT1 signaling activators, primary screen, cell-based, HTS, luciferase reporter; NIH 3T3 STAT1-luciferase reporter, IFN-gamma, luminescence; 100% = IFN-gamma alone, no compound; activation (% of control), % at 5.5 µM; 200,000 tested, 2.6% active; AID 932, 2007;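 active = activation above the screen-wide mean activation plus 3 SD, cut at about 130% in these data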;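 also: raw ratio to IFN-gamma control signal so 100% means no change and 0% no light; values of inactives mirror those of a sister screen read the other way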
STAT3 blocker: IL-6 driven STAT3 reporter inhibitors, primary screen, U3A cells, luciferase, luminescence, MLSCN library. IL-6 STAT3-luciferase reporter; host cell line lacks STAT1. inhibition, % at 5.5 µM. 190,000 tested, 0.89% active;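 active = inhibition above the mean inhibition across all screened compounds plus 3 SD, cut at about 44% in these data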;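 also: 0% = DMSO only wells and 100% = 100 µM nifuroxazide control wells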
Diaphorase act: compounds boosting diaphorase resazurin reduction – biochemical, uHTS, resorufin fluorescence, counter-screen for diaphorase-coupled primary assays, primary screen. AID 1229, 2008. Diaphorase/resazurin coupled assay, 16 min; hits give high values; 1 = vehicle wells, 0 = NADH-free wells. activation factor at 20 µM. 190,000 tested, 0.005% active;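 active = diaphorase activity raised at least twofold by the compound at 20 µM; inactive = activation factor below 2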
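Test system: Clostridium kluyveri diaphorase, purified enzyme. Buffer or medium: 50 mM HEPES pH 7.4 buffer plus MgCl2 and Tween 20. Also added: 0.114 mM NADH and 0.1 mM resazurin, final amounts. Dosing: compound 20 µM once, DMSO 1%. Schedule: 16 min enzyme reaction, ambient temperature. Detection: fluorescence of resorufin, 544 nm excitation, 590 nm emission.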
Diaph inh CS: diaphorase inhibitors and chemical oxidizers, primary screen, counter-screen for diaphorase-coupled primary assays, biochemical, uHTS, resorufin fluorescence; 190,000 tested, 0.69% active; diaphorase resazurin-to-resorufin fluorescence, NADH, 16 min; bacterial (C. kluyveri) enzyme, not human; AID 1217, 2008; inhibition, % at 20 µM;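 active = primary screen inhibition at 20 µM above a set limit, cut at about 50% in these data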;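 also: plate controls were DMSO with full reaction for no effect and wells lacking NADH for full effect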
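System: Diaphorase enzyme from Clostridium kluyveri | Amount: Enzyme working solution with 0.14 U/mL diaphorase | Benchmarks: No-NADH positive control and DMSO neutral control | Signal: Fluorescence of resorufin formed from resazurin, Ex 544/Em 590 nm | Schedule: 16-min room-temperature incubation before reading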
TLR4-MyD88 BLA: inhibitors of TLR4-MyD88 association in cells, primary screen, cell-based, HeLa CL3-4, BLA complementation, FRET ratio; Toll-like receptor 4 (Homo sapiens) + Myeloid differentiation primary response protein …; HeLa CL3-4 TLR4/MyD88 BLA complementation; inhibition, % at 8.4 µM; 200,000 tested, 0.18% active; in the data active = inhibition above about 25%;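 also: 0% = vehicle and 100% = reference inhibitor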
Target sequence (O00206 whole entry, looked up): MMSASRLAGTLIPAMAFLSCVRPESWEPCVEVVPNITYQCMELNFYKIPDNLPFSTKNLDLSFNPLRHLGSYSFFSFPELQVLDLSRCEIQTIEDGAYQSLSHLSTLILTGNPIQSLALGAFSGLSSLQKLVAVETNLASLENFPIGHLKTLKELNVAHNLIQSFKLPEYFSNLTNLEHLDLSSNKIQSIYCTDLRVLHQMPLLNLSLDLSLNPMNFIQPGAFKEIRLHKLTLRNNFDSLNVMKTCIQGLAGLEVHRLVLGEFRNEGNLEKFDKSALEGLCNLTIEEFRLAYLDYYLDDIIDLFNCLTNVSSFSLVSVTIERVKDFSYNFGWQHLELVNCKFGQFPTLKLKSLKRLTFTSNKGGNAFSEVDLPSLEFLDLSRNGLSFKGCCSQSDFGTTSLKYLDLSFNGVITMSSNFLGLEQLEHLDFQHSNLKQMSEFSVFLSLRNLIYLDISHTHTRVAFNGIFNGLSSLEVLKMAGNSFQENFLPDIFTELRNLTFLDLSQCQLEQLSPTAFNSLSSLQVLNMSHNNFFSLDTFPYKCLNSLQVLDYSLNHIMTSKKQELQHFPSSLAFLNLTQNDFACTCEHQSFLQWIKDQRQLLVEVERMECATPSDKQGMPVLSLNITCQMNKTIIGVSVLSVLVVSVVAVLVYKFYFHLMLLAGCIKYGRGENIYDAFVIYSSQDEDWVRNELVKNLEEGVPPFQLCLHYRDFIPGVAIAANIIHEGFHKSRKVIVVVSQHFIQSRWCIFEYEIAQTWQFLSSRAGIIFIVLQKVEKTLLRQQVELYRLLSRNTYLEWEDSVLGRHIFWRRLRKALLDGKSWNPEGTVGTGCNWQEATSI
Target sequence (Q99836 whole entry, looked up): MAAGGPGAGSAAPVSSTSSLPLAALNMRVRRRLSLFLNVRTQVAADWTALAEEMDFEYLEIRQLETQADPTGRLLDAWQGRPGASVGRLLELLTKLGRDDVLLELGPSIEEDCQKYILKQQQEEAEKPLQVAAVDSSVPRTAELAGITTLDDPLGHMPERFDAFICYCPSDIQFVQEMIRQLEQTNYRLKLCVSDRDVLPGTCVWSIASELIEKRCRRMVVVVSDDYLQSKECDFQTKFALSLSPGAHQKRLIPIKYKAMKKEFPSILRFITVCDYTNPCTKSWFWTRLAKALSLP
G6PDH CS: L. mesenteroides G6PDH inhibitors, counter-screen for G6PDH-coupled screening assays, biochemical, Leuconostoc mesenteroides enzyme; glucose-6-phosphate dehydrogenase [Leuconostoc mesenteroides]; Purified L. mesenteroides G6PDH, diaphorase/resazurin coupled fluorescence, 45 min; inhibition, % at 5 µM; 200,000 tested, 0.12% active; in the data active = inhibition above about 50%
APP 5UTR inh: inhibitors of APP translation via 5'UTR reporter, primary screen, APP 5'UTR luciferase, SH-SY5Y cells; SH-SY5Y APP 5'UTR-luciferase reporter, luminescence; inhibition, % at 2 µM; 190,000 tested, 0.82% active; AID 1285, 2008;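 active = inhibition above a set limit, derived from the sample mean plus 3 SD, cut at about 45% in these data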; also: values of inactives mirror those of a sister screen read the other way
Hsp70 activator: Hsp70 transcriptional activators, primary screen, cell-based, HeLa, Hsp70 promoter luciferase, luminescence, 10 µM. activation, % at 10 µM. 200,000 tested, 0.04% active. HeLa Hsp70 promoter luciferase reporter; scaled: vehicle 0, proteasome-inhibitor control 100%;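 active = activation above the mean across all tested compounds plus 3 SD, cutoff set per campaign, cut at about 5.5% in these data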;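 also: 100% = MG132 at 30 µM as the positive control and 0% = DMSO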
STAT1 blocker: STAT1 signaling inhibitors, primary screen, cell-based, HTS, luciferase reporter. 200,000 tested, 0.35% active. inhibition, % at 5.5 µM. AID 920, 2007. NIH 3T3 STAT1-luciferase reporter, IFN-gamma, luminescence;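 active = inhibition above a set limit, the mean inhibition across all tested compounds plus 3 SD, cut at about 34% in these data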;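 also: 0% = IFN-gamma with DMSO and 100% = IFN-gamma with 300 µM nifuroxazide; values of inactives mirror those of a sister screen read the other way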
STAT3 act: IL-6 driven STAT3 reporter potentiators, primary screen, U3A cells, luciferase, luminescence, MLSCN library; activation (% of control), % at 5.6 µM; 190,000 tested, 0.91% active; IL-6 STAT3-luciferase reporter; 100% = signal with IL-6 EC80 alone; AID 871, 2007;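 active = activation above the screen-wide mean of compound activation plus 3 SD, cut at about 130% in these data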;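 also: 0% = background luminescence of wells with medium and substrate only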
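Material: STAT3-luciferase reporter U3A cells. Controls: IL-6-treated wells, 100% activation. Read-out: % activation versus median of IL-6-stimulated wells. Probe or stimulus: IL-6 stimulus at 33 ng/mL final. Timing: compound 1 h, then IL-6 6 h at 37 °C. Signal: reporter luminescence signal.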
* marks the source's active call; other numbers are inactive results; . = no result given.

item	canonical_smiles	STAT1 activator	STAT3 blocker	Diaphorase act	Diaph inh CS	TLR4-MyD88 BLA	G6PDH CS	APP 5UTR inh	Hsp70 activator	STAT1 blocker	STAT3 act
1	COC(=O)c1[nH]c2c(c1C)C(=O)CC(c1cc(OC)ccc1OC)C2 (configuration not stated)	92	3	1	1	2	-28	0	0.1	9	102
2	CC(=O)Nc1ccc(S(=O)(=O)n2cnc(C)c2)cc1	102	8	0.9	6	5	0	-6	0.0	-2	98
3	COc1cccc(CNC(=O)C2CCN(S(=O)(=O)c3cccs3)CC2)c1	99	-3	0.9	9	-6	5	10	0.1	1	108
4	COCc1nnc(NC(=O)CCSc2ccccc2)s1	105	-3	0.9	9	-12	13	3	0.1	-6	103
5	O=C(c1cccc([N+](=O)[O-])c1)N1CCN(c2cccc(Cl)c2)CC1	97	3	0.9	10	-2	2	3	-0.3	3	96
6	CC1CCCCN1CCCNC(=O)c1ccc2c(=O)n(CCc3ccccc3)c(=O)[nH]c2c1 (configuration not stated)	102	8	0.8	17	1	-3	8	-0.2	-3	97
7	CC(C)C(=O)Nc1cccc(NC(=O)c2cccc(Br)c2)c1	95	8	1	-1	-1	5	-2	0.1	6	94
8	Cc1nc2ccc(NC(=S)NC3CC3)cc2nc1C	98	17	0.8	20	1	17	.	-0.3	2	85
9	CCOC(=O)c1cc2c(=O)n3cccc(C)c3nc2n(CC2CCCO2)c1=NC(C)=O (configuration not stated)	99	10	.	.	-6	.	-4	-0.3	1	94
10	C=CCc1ccccc1OCCOc1ccc([N+](=O)[O-])cc1/C=N/NC(N)=O	93	6	0.9	7	-9	2	-7	-0.5	6	97
11	O=C(COc1ccc(C(=O)c2ccccc2)cc1)NC1CCCCC1	95	0	0.8	18	-2	-2	0	0.0	6	98
12	C=CCNC(=O)COC(=O)COc1ccc(Cl)cc1	98	2	0.9	6	0	0	23	-0.1	1	100
13	NC(=O)COc1ccc(NC(=O)OCc2ccccc2)cc1	93	-8	0.9	14	-6	-9	-26	-0.1	8	108
14	Cc1ccc(Sc2ccc(NC(=O)CCl)cc2)c(C)c1	97	8	0.9	13	0	6	16	-0.3	3	94
15	COc1ccc(C(C)=O)c(OC(=O)c2ccco2)c1	97	-1	0.9	7	11	14	3	0.1	3	105
16	CCCS(=O)(=O)N1CCCC(C(=O)NCCCN(CC)c2cccc(C)c2)C1 (configuration not stated)	93	8	0.9	14	-16	3	.	-0.3	8	98
17	O=C(COC(=O)c1ccc(Br)c(S(=O)(=O)N2CCOCC2)c1)NCC1CCCO1 (configuration not stated)	99	10	0.8	17	-11	3	-16	-0.1	0	97
18	COc1ccc(NC(=O)CN2CCN(c3nc(-c4cccc(OC)c4)cs3)CC2)cc1	91	11	0.8	16	9	-1	-3	-0.3	14	92
19	COc1ccc(CC(=O)NNC(=O)CSc2nnc(C)n2-c2ccccc2)cc1	91	6	0.9	6	11	8	10	-0.3	10	98
20	COc1ccc2c(c1)c(C(=O)N/N=C/c1ccc(OC)c(OC)c1)c(C)n2C	98	-2	1	2	-4	-17	1	-0.5	2	105
21	COc1ccc2[nH]c(C)c(CCNC(=S)Nc3ccccc3OC)c2c1	97	14	0.9	7	2	0	1	-0.2	3	92
22	Cc1ccc(S(=O)(=O)C2(C(=O)O)CCCC2)cc1C	97	5	0.8	16	2	3	-5	-0.4	3	100
23	Cc1ccc(-n2ncc3c(N4CCCC4)ncnc32)c(C)c1	126	-6	0.9	13	0	-2	-43	0.2	-28	109
24	CC(C)C1Cc2c(sc3c2c(=O)n(Cc2ccccc2)c2nncn32)CO1 (configuration not stated)	107	8	1	-2	-21	2	1	-0.2	-8	99
25	Cc1cc(Nc2cccc(Cl)c2)nc(NCc2ccccc2)n1	78	10	0.9	6	-14	4	5	-0.4	26	94
26	O=C(CSc1nc2ccccc2[nH]1)c1ccc(Cl)s1	94	12	0.9	12	-7	0	-3	0.5	6	94
27	COc1cccc(-c2nnc(NC(=O)C3CCCCC3)o2)c1	103	-1	0.8	20	6	0	0	-0.6	-4	105
28	COc1ccc(NC(=O)CCCC2CCCCC2)cc1S(=O)(=O)N1CCCCC1	96	7	0.8	20	1	8	8	-0.2	4	102
29	CCc1ccc2[nH]c(=O)c(C(c3nnnn3CC3CCCO3)N3CCN4CCCC4C3)cc2c1 (configuration not stated)	102	4	0.9	11	-7	0	-7	0.0	-2	99
30	CC(=O)NS(=O)(=O)c1ccc(NC(=O)c2ccc3c(c2)C(=O)N(CCC(C)C)C3=O)cc1	98	10	0.8	19	4	-7	0	-0.5	2	94

The list goes on, starting with the last two of the part before.
item	canonical_smiles	STAT1 activator	STAT3 blocker	Diaphorase act	Diaph inh CS	TLR4-MyD88 BLA	G6PDH CS	APP 5UTR inh	Hsp70 activator	STAT1 blocker	STAT3 act
29	CCc1ccc2[nH]c(=O)c(C(c3nnnn3CC3CCCO3)N3CCN4CCCC4C3)cc2c1 (configuration not stated)	102	4	0.9	11	-7	0	-7	0.0	-2	99
30	CC(=O)NS(=O)(=O)c1ccc(NC(=O)c2ccc3c(c2)C(=O)N(CCC(C)C)C3=O)cc1	98	10	0.8	19	4	-7	0	-0.5	2	94
31	CC1Cc2ccccc2N1C(=O)CSc1nnnn1C(C)C (configuration not stated)	99	10	0.9	11	-11	9	-7	-0.5	1	95
32	CCOC(=O)CSc1nnc(CNc2ccc(Cl)cc2)n1-c1ccccc1	92	2	1	-4	-2	9	8	0.3	7	102
33	Clc1ccc(CN(CC2CCCO2)C(c2cccs2)c2nnnn2C2CCCC2)cc1 (configuration not stated)	103	-9	0.9	15	1	1	-3	-0.1	-3	112
34	O=C(c1ccc(N2CCCCC2)c([N+](=O)[O-])c1)N1CCOCC1	101	8	0.9	8	6	0	-2	-0.1	-1	99
35	O=C(NCCN1CCN(C(=O)c2cc3ccccc3oc2=O)CC1)c1cc2ccccc2oc1=O	93	3	0.8	18	1	2	-7	-0.3	8	104
36	Cc1cc(=O)oc2cc(OCC(=O)OCC(=O)Nc3c(C)n(C)n(-c4ccccc4)c3=O)ccc12	105	4	1	1	6	2	-13	-0.3	-6	103
37	O=C(CSc1nncc(=O)[nH]1)NCc1ccccc1	91	9	0.9	12	-8	7	-6	-0.1	9	97
38	O=C(CCc1nnc(-c2ccc3c(c2)OCO3)o1)NC(c1ccccn1)C(F)(F)F (configuration not stated)	105	12	1.1	-6	7	15	-14	-0.1	-5	95
39	CCOC(=O)c1sc(-c2ccccc2)nc1C	135*	0	1	5	19	5	-41	-0.1	-42	104
40	COC(=O)c1cc(=O)n2c(-c3ccccc3)csc2n1	93	-2	0.9	10	3	4	1	-0.4	8	104
41	c1ccc(-c2nnn(C34CC5CC(CC(C5)C3)C4)n2)cc1	110	0	0.9	12	-9	1	-8	0.0	-11	104
42	COc1ccccc1C(=O)N(CCN(C)C)c1nc2cc(C)cc(C)c2s1	96	10	1	0	1	2	10	0.0	4	102
43	CCOC(=O)NC(=O)CSc1ccccn1	98	6	0.9	8	-11	-2	-12	0.0	3	97
44	CCOC(=O)Cc1c(C)c2ccc(N(CC)CC)cc2oc1=O	108	16	0.8	16	-2	4	-6	0.1	-8	91
45	Nc1nonc1-c1noc(CCCN2C(=O)c3ccccc3C2=O)n1	111	-16	0.9	8	7	4	-32	-0.1	-12	116
46	O=C(CCN1C(=O)/C(=C/c2ccc(F)cc2)SC1=S)NNC(=O)c1ccncc1	100	3	1.2	-21	6	0	-8	-0.1	0	102
47	O=C(CSc1nc2c(sc3ccccc32)c(=O)n1CCO)NCc1ccco1	96	-4	0.9	12	-4	4	-14	-0.2	4	108
48	CCN(CC)C(=O)C(=O)c1cccn1-c1ccc(C#N)cc1	93	7	1.1	-10	-9	11	0	0.0	6	99
49	S=c1[nH]nc(-c2cccnc2)n1Cc1ccccc1	95	8	0.8	16	-4	17	-4	-0.4	6	92
50	CC12COC3(C(=O)NCCc4ccccc4)CC1CCC32C (configuration not stated)	108	3	0.9	7	-7	13	-15	-0.3	-9	100
51	COc1ccc(/C=C/CN2CCCC(C(=O)c3cc(F)ccc3F)C2)cc1 (configuration not stated)	103	1	1	4	-2	7	-14	0.1	-6	104
52	Cc1nn(-c2ccccc2)c(Cl)c1CN(C(=O)CCl)c1ccc(Cl)cc1	104	0	0.8	18	20	3	14	-0.3	-4	101
53	Cc1ccccc1-n1c(C)n[nH]c1=S	104	4	0.9	8	-9	3	-6	0.2	-4	103
54	O=C(CCc1nc2cccnc2n1Cc1ccccc1)NCCc1ccc(Cl)cc1	101	3	0.8	18	12	16	3	-0.2	-1	101
55	CC(C)COc1ccc(/C=C2/Sc3ccccc3C2=O)cc1	97	-22	0.9	8	-6	18	1	-0.3	4	127
56	O=[N+]([O-])c1cccc(-c2nc(N3CCOCC3)c3ccccc3n2)c1	97	-6	1	-4	-6	16	-8	-0.3	2	112
57	COc1ccc(N2CCN(C(=O)CC34CC5CC(CC(C5)C3)C4)CC2)c([N+](=O)[O-])c1	95	7	0.8	16	6	-10	-15	-0.4	6	97
58	CCn1c(=O)cc(OCC(=O)NCCC(C)C)c2ccccc21	101	14	0.8	23	-8	0	-1	-0.4	-1	93
59	CCOc1ccc(CN2CCN(Cc3[nH]c4ccccc4c3C)CC2CCO)cc1 (configuration not stated)	101	1	.	.	5	19	29	-0.3	-1	105
60	CN(c1ccc(O)cc1)c1nc(-c2ccccc2)cs1	186*	-8	0.7	31	-14	5	-243	-0.2	-97	104
61	COC(=O)c1sc2nc(CN3CCN(c4ccc(OC)cc4)CC3)[nH]c(=O)c2c1C	100	-16	0.9	9	-7	-7	-12	-0.1	0	109
62	O=C(O)C1CCCCC1C(=O)Nc1ccccc1Cl (configuration not stated)	96	15	0.9	5	-6	4	10	-0.2	0	94
63	Cc1cccc(-n2c(SCC(=O)Nc3ccc4c(c3)OCO4)nnc2-c2ccoc2C)c1	108	11	0.8	17	6	3	-6	-0.1	-9	93

High-throughput results as filed in PubChem.
